RAM inhibit – yeast RAM network inhibition; S. cerevisiae dse1pr::URA3 reporter, 5-FOA growth OD615, 2 d; analog-sensitive cbk1-as2 kinase mutant strain; inhibition, % at 50 µM; 190,000 tested, 1.8% active;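 active means inhibition above a set limit, 3 SD over mean compound inhibition, cut at about 8.4% in these data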;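 further: 0% = DMSO-only wells with no growth and 100% = 10 µM 1-NA-PP1 full growth; inhibition rescues growth on 5-FOA so higher OD means more RAM inhibition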
Diaph act CS – diaphorase activation or chemical reduction counter-screen; Diaphorase/resazurin coupled assay, resorufin fluorescence, 16 min; stronger effect = higher value; 1 = vehicle wells, 0 = NADH-free wells; activation factor at 20 µM; 190,000 tested, 0.005% active; AID 1229;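 active means diaphorase activity raised at least twofold by the compound at 20 µM; inactive means activation factor below 2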
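Test system: Clostridium kluyveri diaphorase, purified enzyme; input: enzyme 0.07 U/mL final; buffer or medium: 50 mM HEPES pH 7.4 with 4.542 mM MgCl2, 0.005% Tween 20; also added: 0.114 mM NADH and 0.1 mM resazurin, final amounts; schedule: 16 min enzyme reaction, ambient temperature; technique: fluorescence of resorufin, 544 nm excitation, 590 nm emission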
Diaph inh CS – diaphorase inhibition or chemical oxidation counter-screen; 190,000 tested, 0.69% active; inhibition, % at 20 µM; diaphorase resazurin-to-resorufin fluorescence, NADH, 16 min; bacterial (C. kluyveri) enzyme, not human; AID 1217;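 active means primary screen inhibition at 20 µM above a set limit, cut at about 50% in these data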;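 further: plate controls were DMSO with full reaction for no effect and wells lacking NADH for full effect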
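Assay system: diaphorase enzyme from Clostridium kluyveri; Input: enzyme working solution with 0.14 U/mL diaphorase; Timing: 16 min at room temperature; Technique: resorufin fluorescence, excitation 544 nm, emission 590 nm; Benchmarks: positive control minus NADH, DMSO neutral control.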
PMI activator – activators of human phosphomannose isomerase | purified human PMI, coupled resazurin fluorescence, 20 min; stronger effect = higher value; 1 = vehicle control, 0 substrate-free wells | 190,000 tested, 0.005% active | activation factor at 20 µM;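 active means activation factor of 2 or more at 20 µM, relative to plate controls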
Target sequence (P34949 whole entry, looked up): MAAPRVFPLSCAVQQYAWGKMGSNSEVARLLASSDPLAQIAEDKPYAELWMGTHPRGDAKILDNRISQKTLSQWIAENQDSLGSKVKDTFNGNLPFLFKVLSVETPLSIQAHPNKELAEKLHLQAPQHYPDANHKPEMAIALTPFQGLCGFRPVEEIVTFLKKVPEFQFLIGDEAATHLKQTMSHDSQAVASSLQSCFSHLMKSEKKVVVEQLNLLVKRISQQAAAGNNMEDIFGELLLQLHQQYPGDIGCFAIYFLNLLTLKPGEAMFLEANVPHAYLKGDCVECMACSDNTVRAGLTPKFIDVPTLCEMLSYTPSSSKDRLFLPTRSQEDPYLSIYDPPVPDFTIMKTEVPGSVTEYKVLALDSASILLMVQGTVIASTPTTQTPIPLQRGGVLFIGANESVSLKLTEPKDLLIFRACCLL
Lmaj promast – reduces viability of Leishmania major promastigotes | resazurin fluorescence viability | inhibition, % at 10 µM | 200,000 tested, 9% active | AID 1063;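 further: promastigotes grown with compound for 44 hours at 28 °C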
DTT redox prof – compounds producing H2O2 with reducing agent – biochemical, NIH compound library profiling, artefact control for MLSCN library redox annotation, primary screen; DTT-dependent redox cycling H2O2, phenol red/HRP absorbance; 100% = 100 µM peroxide control, 0% = buffer; activation, % at 10 µM; 200,000 tested, 0.03% active; AID 878;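 active means activation of at least 50% relative to the plate's high and low controls in the primary single-dose screen; inactive means activation below 50%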;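 further: compound incubated with DTT at 0.8 mM final as the reducing agent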
TLR4-MyD88 BLA – TLR4-MyD88 interaction inhibition in cells | O00206+Q99836 | HeLa CL3-4 TLR4/MyD88 BLA complementation, FRET ratio | inhibition, % at 8.4 µM | 200,000 tested, 0.18% active | AID 861; in the data active means inhibition above about 25%;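 further: 0% = vehicle and 100% = reference inhibitor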
S1P3 antagonist – S1P3 (human) receptor antagonism. CHO S1P3 NFAT-BLA reporter, FRET fluorescence, antagonist mode. inhibition, % at 4.98 µM. 170,000 tested, 0.27% active;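 active means inhibition above the plate cutoff, the mean inhibition of test wells on that plate plus 3 SD, cut at about 28% in these data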;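 further: cells challenged with S1P at its EC80 of 0.8 µM; blue over green emission ratio from cleaved BLA substrate after 4 h stimulation; 0% = S1P-stimulated wells and 100% = unstimulated DMSO-only wells; some compounds past the cut are filed as inactive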
Target sequence (Q99500 whole entry, looked up): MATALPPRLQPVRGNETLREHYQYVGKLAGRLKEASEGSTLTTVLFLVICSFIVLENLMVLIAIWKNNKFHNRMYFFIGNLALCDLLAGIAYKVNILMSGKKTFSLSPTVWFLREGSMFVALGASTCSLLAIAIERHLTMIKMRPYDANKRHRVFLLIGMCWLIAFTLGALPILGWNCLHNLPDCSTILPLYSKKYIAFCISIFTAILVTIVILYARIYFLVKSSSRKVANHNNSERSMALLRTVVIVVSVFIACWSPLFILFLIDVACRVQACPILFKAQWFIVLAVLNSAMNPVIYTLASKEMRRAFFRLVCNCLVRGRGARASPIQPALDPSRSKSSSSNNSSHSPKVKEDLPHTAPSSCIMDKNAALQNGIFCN
Hsp70 activator – switches on Hsp70 transcription; HeLa Hsp70 promoter luciferase reporter, luminescence; scaled: vehicle 0, proteasome-inhibitor control 100%; activation, % at 10 µM; 200,000 tested, 0.04% active;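 active means activation above the mean across all tested compounds plus 3 SD, cutoff set per campaign, cut at about 5.5% in these data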;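 further: 100% = MG132 at 30 µM as the positive control and 0% = DMSO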
PMI act hi M6P – PMI (human) activation, high substrate; P34949; activation factor at 20 µM; AID 1216; 190,000 tested, 0.34% active; coupled PMI enzyme assay, resazurin fluorescence, 20 min; stronger effect = higher value; 1 = untreated enzyme, 0 = substrate-free blank;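 active means activation factor of 2 or more at 20 µM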
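test system = human PMI in coupled enzyme assay | medium = HEPES-buffered pH 7.4 with magnesium and detergent | also added = 1.0 mM mannose-6-phosphate substrate with 0.22 mM NADP+ | compound = 20 µM single dose | times = 20 min incubation at room temperature | measured by = resorufin fluorescence (Ex 544/Em 590 nm) from resazurin via diaphorase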
G6PDH counter – counter-screen for G6PDH assay hits: L. mesenteroides G6PDH inhibition | inhibition, % at 5 µM | 200,000 tested, 0.12% active | Purified L. mesenteroides G6PDH, diaphorase/resazurin coupled fluorescence, 45 min
The depositor's hits bear a star. Unless noted, no stated cut-off is given here; in the data, active means inhibition above about 50%; inactive means the rest.

Screening CC(NC(=O)CC1Sc2ccccc2NC1=O)c1ccccc1 (stereo unspecified) returned RAM inhibit 2.5, Diaph act CS 0.9, Diaph inh CS 8, PMI activator 1, Lmaj promast -4, DTT redox prof -1.1, TLR4-MyD88 BLA -10, S1P3 antagonist 9, Hsp70 activator -0.4, PMI act hi M6P 0.9 and G6PDH counter 12.
`Cc1cc(C(=O)COc2ccc3ccc(=O)oc3c2)c(C)n1C` gave RAM inhibit 4.6, Diaph act CS 1, Diaph inh CS -1, PMI activator 1.1, Lmaj promast -6, DTT redox prof -2.0, TLR4-MyD88 BLA 3, S1P3 antagonist 11, Hsp70 activator -0.3, PMI act hi M6P 1 and G6PDH counter -6.
COC(=O)c1nnn(-c2ccc(F)c(Cl)c2)c1C(=O)OC was read as RAM inhibit 4.7, Diaph act CS 1, Diaph inh CS -2, PMI activator 1.1, Lmaj promast -1, DTT redox prof -0.4, TLR4-MyD88 BLA 2, S1P3 antagonist -3, Hsp70 activator 0.1, PMI act hi M6P 1.1 and G6PDH counter -1.
`COCCNCCOc1ccccc1-c1ccccc1` gave RAM inhibit -0.5, Diaph act CS 1, Diaph inh CS 4, PMI activator 1, Lmaj promast 85*, DTT redox prof 0.2, TLR4-MyD88 BLA -22, Hsp70 activator -0.2, PMI act hi M6P 1 and G6PDH counter -4.
Screening COC(=O)CN(c1ccccc1)S(=O)(=O)c1ccccc1 returned Diaph act CS 0.7, Diaph inh CS 25, PMI activator 0.9, Lmaj promast 3, DTT redox prof -0.2, TLR4-MyD88 BLA 1, S1P3 antagonist 10, Hsp70 activator 0.1, PMI act hi M6P 0.9 and G6PDH counter 12.
Cc1onc(-c2ccccc2Cl)c1C(=O)N1C=CC(C(F)(F)F)=NCC1 was read as RAM inhibit 1.1, Diaph act CS 0.8, Diaph inh CS 19, PMI activator 0.9, Lmaj promast -9, DTT redox prof -1.9, TLR4-MyD88 BLA -1, Hsp70 activator -0.2, PMI act hi M6P 0.8 and G6PDH counter -1.
For NC(=O)/C(=N\O)c1ccccc1 the results were RAM inhibit 0.1, Diaph act CS 0.9, Diaph inh CS 10, PMI activator 1, Lmaj promast -4, DTT redox prof 1.2, TLR4-MyD88 BLA 1, Hsp70 activator -0.2, PMI act hi M6P 1 and G6PDH counter 2.
`O=C(CNc1ccc2ccccc2c1)N/N=C/c1ccc(OC(=O)/C=C/c2ccco2)cc1` gave RAM inhibit 2.7, Diaph act CS 0.7, Diaph inh CS 28, PMI activator 0.7, Lmaj promast 8, DTT redox prof -0.1, TLR4-MyD88 BLA -12, S1P3 antagonist -7, Hsp70 activator -0.4, PMI act hi M6P 0.6 and G6PDH counter -17.
Screening O=C(c1ccco1)N1CCN(c2ncnc3c2cnn3-c2ccccc2)CC1 returned RAM inhibit -0.5, Diaph act CS 1, Diaph inh CS 0, PMI activator 1, Lmaj promast 2, DTT redox prof 0.3, TLR4-MyD88 BLA 2, S1P3 antagonist -11, Hsp70 activator 0.3, PMI act hi M6P 1 and G6PDH counter 2.
Screening CCN(C(=O)COc1ncnc2scc(-c3ccc(F)cc3)c12)C1CCS(=O)(=O)C1 (stereo unspecified) returned RAM inhibit 1.1, Diaph act CS 0.8, Diaph inh CS 17, PMI activator 0.9, Lmaj promast -1, DTT redox prof 0.4, TLR4-MyD88 BLA 6, S1P3 antagonist -7, Hsp70 activator 0.0, PMI act hi M6P 0.9 and G6PDH counter 3.
For CC(Cc1cccs1)NC(=O)NC1CCCCC1 (stereo unspecified) the results were RAM inhibit 1.2, Diaph act CS 0.9, Diaph inh CS 13, PMI activator 1.1, Lmaj promast -4, DTT redox prof 0.2, TLR4-MyD88 BLA -6, S1P3 antagonist 24, Hsp70 activator 0.2, PMI act hi M6P 1.1 and G6PDH counter -3.
CC(C)(Cc1nc2ccccc2[nH]1)C(=O)O was read as RAM inhibit 2.2, Diaph act CS 0.8, Diaph inh CS 18, PMI activator 0.8, Lmaj promast -5, DTT redox prof 0.0, TLR4-MyD88 BLA -15, Hsp70 activator 0.0, PMI act hi M6P 0.9 and G6PDH counter -1.
Screening CC(/C=C/c1ccccc1)=N/NC(=O)C(O)c1ccccc1 (stereo unspecified) returned RAM inhibit 0.5, Diaph act CS 0.9, Diaph inh CS 12, PMI activator 1, Lmaj promast -4, DTT redox prof -0.1, TLR4-MyD88 BLA -15, S1P3 antagonist -9, Hsp70 activator -0.1, PMI act hi M6P 1 and G6PDH counter -1.
Cn1c(=O)c2c(nc(N3CCCCC3)n2CCSc2nc3ccccc3o2)n(C)c1=O was read as Lmaj promast 14, DTT redox prof 2.7, TLR4-MyD88 BLA -3, S1P3 antagonist -30 and Hsp70 activator -0.3.
For CCc1ncc(C(=O)c2ccc(OC)cc2)n1C the results were RAM inhibit 2.6, Diaph act CS 1.1, Diaph inh CS -8, PMI activator 1.1, Lmaj promast -9, DTT redox prof 1.7, TLR4-MyD88 BLA 1, S1P3 antagonist -3, Hsp70 activator 0.3, PMI act hi M6P 1.1 and G6PDH counter 5.
Screening NC(=O)NC(Cc1ccccc1)C(=O)Nc1ccc(S(N)(=O)=O)cc1 (stereo unspecified) returned RAM inhibit 0.7, Diaph act CS 1, Diaph inh CS -4, PMI activator 1, Lmaj promast -5, DTT redox prof -0.6, TLR4-MyD88 BLA 6, Hsp70 activator -0.2, PMI act hi M6P 1.1 and G6PDH counter 1.
CCNc1nc2[nH]c(=O)c3c(c2s1)OC(N)=C(C#N)C3c1ccc(C)cc1 (stereo unspecified) was read as RAM inhibit 3.4, Diaph act CS 0.5, Diaph inh CS 48, PMI activator 0.5, Lmaj promast -14, DTT redox prof 2.0, TLR4-MyD88 BLA -15, Hsp70 activator 0.3, PMI act hi M6P 0.4 and G6PDH counter 21.
`CCN(CC#CCC(O)(c1ccccc1)C1CCCC1)C(C)C` (stereo unspecified) gave RAM inhibit 0.3, Diaph act CS 0.9, Diaph inh CS 9, PMI activator 0.9, Lmaj promast 68*, DTT redox prof 2.0, TLR4-MyD88 BLA -1, Hsp70 activator 0.4, PMI act hi M6P 1 and G6PDH counter 8.
Screening c1ccc2c(c1)ncn2CCn1cnc2ccccc21 returned RAM inhibit 1.5, Diaph act CS 1, Diaph inh CS 4, PMI activator 1.1, Lmaj promast -6, DTT redox prof 0.3, TLR4-MyD88 BLA -4, S1P3 antagonist -32, Hsp70 activator -0.1, PMI act hi M6P 1 and G6PDH counter 4.
For O=c1n(-c2ccccc2)c(=O)n(Cc2ccccn2)n1Cc1ccccn1 the results were RAM inhibit 2.3, Diaph act CS 1, Diaph inh CS 2, PMI activator 1, Lmaj promast -5, DTT redox prof 1.1, TLR4-MyD88 BLA 3, S1P3 antagonist -18, Hsp70 activator -0.3, PMI act hi M6P 1 and G6PDH counter 0.

The final three entries of the part before come first, to join the parts:
`CCN(CC#CCC(O)(c1ccccc1)C1CCCC1)C(C)C` (stereo unspecified) gave RAM inhibit 0.3, Diaph act CS 0.9, Diaph inh CS 9, PMI activator 0.9, Lmaj promast 68*, DTT redox prof 2.0, TLR4-MyD88 BLA -1, Hsp70 activator 0.4, PMI act hi M6P 1 and G6PDH counter 8.
Screening c1ccc2c(c1)ncn2CCn1cnc2ccccc21 returned RAM inhibit 1.5, Diaph act CS 1, Diaph inh CS 4, PMI activator 1.1, Lmaj promast -6, DTT redox prof 0.3, TLR4-MyD88 BLA -4, S1P3 antagonist -32, Hsp70 activator -0.1, PMI act hi M6P 1 and G6PDH counter 4.
For O=c1n(-c2ccccc2)c(=O)n(Cc2ccccn2)n1Cc1ccccn1 the results were RAM inhibit 2.3, Diaph act CS 1, Diaph inh CS 2, PMI activator 1, Lmaj promast -5, DTT redox prof 1.1, TLR4-MyD88 BLA 3, S1P3 antagonist -18, Hsp70 activator -0.3, PMI act hi M6P 1 and G6PDH counter 0.
Screening N#CC1=C(N)Oc2cc(N)ccc2C1c1ccsc1 (stereo unspecified) returned RAM inhibit 1.2, Diaph act CS 0.8, Diaph inh CS 18, PMI activator 1, Lmaj promast -3, DTT redox prof 0.6, TLR4-MyD88 BLA -1, S1P3 antagonist 4, Hsp70 activator -0.5, PMI act hi M6P 0.9 and G6PDH counter 5.
For CC(C)OC(=O)c1nnc(Cc2ccc(F)cc2)o1 the results were RAM inhibit -0.1, Diaph act CS 0.8, Diaph inh CS 16, PMI activator 0.9, Lmaj promast -9, DTT redox prof -1.1, S1P3 antagonist -10, PMI act hi M6P 0.9 and G6PDH counter 8.
`c1ccc(-c2cn(-c3ccccc3)c3ncnc(NCCCN4CCOCC4)c23)cc1` gave RAM inhibit -0.4, Diaph act CS 1, Diaph inh CS -1, PMI activator 1, Lmaj promast 3, DTT redox prof -0.4, TLR4-MyD88 BLA -2, S1P3 antagonist 4, Hsp70 activator -0.3, PMI act hi M6P 0.9 and G6PDH counter 4.
Screening O=[N+]([O-])c1cc2c(c(CSc3ncccn3)c1)OCOC2 returned RAM inhibit 1.4, Diaph act CS 0.9, Diaph inh CS 12, PMI activator 1, Lmaj promast -11, DTT redox prof -0.3, TLR4-MyD88 BLA 3, S1P3 antagonist -4, Hsp70 activator 0.0, PMI act hi M6P 0.9 and G6PDH counter 1.
Screening COc1ccc(OC)c(-c2cc(C(=O)N3CCN(c4ccccc4)CC3)no2)c1 returned RAM inhibit 5.9, Diaph act CS 0.8, Diaph inh CS 23, PMI activator 0.9, Lmaj promast -6, DTT redox prof 1.1, TLR4-MyD88 BLA -12, S1P3 antagonist -17, Hsp70 activator -0.3, PMI act hi M6P 0.9 and G6PDH counter 1.
For CCn1c(=O)cc(SCC(=O)NCc2ccccn2)c2ccccc21 the results were RAM inhibit 0.7, Diaph act CS 1.1, Diaph inh CS -9, PMI activator 1.1, Lmaj promast 1, DTT redox prof 0.5, TLR4-MyD88 BLA 3, S1P3 antagonist 30, Hsp70 activator -0.2, PMI act hi M6P 1.1 and G6PDH counter 4.
CCN(CCO)Cc1csc2c(Br)cccc12 was read as RAM inhibit 1.4, Diaph act CS 0.8, Diaph inh CS 20, PMI activator 1, Lmaj promast 27, DTT redox prof -4.7, TLR4-MyD88 BLA 8, Hsp70 activator -0.4, PMI act hi M6P 1 and G6PDH counter 2.
